Screening results as filed in PubChem.
Mtb UGM inh: Mtb UDP-galactopyranose mutase inhibition; inhibition, % at 10 µM; P9WIQ1; hit rate 0.06% among 320,000; purified UGM, fluorescence polarization probe displacement; AID 504406; in the data active = inhibition above about 10%, passing the limit was not always enough; inconclusive = no clear call, values can overlap the other calls
Anthrax LF inh2: blocks Bacillus anthracis lethal factor protease | AID 588501 | P15917 | inhibition, % at 10 µM | multiplex microsphere protease cleavage assay, LF | hit rate 0.12% among 360,000; also: plate controls were buffer without enzyme for full effect and enzyme alone for no effect
Target sequence (P15917 whole entry, looked up): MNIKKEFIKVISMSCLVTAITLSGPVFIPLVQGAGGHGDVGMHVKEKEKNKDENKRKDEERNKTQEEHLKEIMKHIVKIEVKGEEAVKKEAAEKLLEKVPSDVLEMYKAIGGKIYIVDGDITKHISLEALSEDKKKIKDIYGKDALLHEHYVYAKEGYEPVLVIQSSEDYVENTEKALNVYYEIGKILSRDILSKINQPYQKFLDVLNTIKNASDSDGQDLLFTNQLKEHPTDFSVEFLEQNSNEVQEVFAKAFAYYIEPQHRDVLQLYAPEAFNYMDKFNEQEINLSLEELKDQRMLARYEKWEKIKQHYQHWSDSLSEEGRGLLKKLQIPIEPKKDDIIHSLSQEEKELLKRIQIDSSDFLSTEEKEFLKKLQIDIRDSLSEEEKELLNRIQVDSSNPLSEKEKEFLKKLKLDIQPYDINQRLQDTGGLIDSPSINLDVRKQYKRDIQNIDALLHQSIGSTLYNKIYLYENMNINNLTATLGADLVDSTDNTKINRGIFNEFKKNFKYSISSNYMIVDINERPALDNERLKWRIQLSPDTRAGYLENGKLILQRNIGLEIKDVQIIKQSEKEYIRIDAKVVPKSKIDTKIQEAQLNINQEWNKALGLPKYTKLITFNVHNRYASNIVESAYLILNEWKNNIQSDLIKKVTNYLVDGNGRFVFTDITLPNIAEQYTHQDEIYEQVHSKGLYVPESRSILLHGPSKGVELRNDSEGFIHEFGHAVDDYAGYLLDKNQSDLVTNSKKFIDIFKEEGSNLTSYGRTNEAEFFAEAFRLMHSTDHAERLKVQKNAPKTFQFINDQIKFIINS
GDH-TPI inh: GDH-TPI coupled enzyme inhibition counter-screen | hit rate 1.2% among 360,000 | inhibition, % at 4.8 µM | AID 588335 | GDH-TPI coupled enzyme counterscreen, NADH absorbance; in the data active = inhibition above about 30%;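 also: 0% = DMSO wells and 100% = wells lacking the enzyme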
BioA inh: inhibitors of Mycobacterium tuberculosis BioA enzyme | purified M. tuberculosis BioA enzyme, plate reader | inhibition, % at 9.99 µM | hit rate 0.096% among 360,000 | AID 602481; in the data active = inhibition above about 40%; inconclusive = no clear call, values can overlap the other calls
BoNT F protease: blocks Botulinum neurotoxin F light chain protease; Multiplex microsphere protease cleavage assay, flow cytometry; inhibition, % at 10 µM; hit rate 0.22% among 360,000; in the data active = inhibition above about 35%, passing the limit was not always enough; inconclusive = no clear call, values can overlap the other calls; also: plate controls were buffer without enzyme for full effect and enzyme alone for no effect
BoNT-A LC inh2: inhibitors of Botulinum neurotoxin A light chain protease | multiplex microsphere protease substrate cleavage, flow cytometry | inhibition, % at 10 µM | hit rate 0.17% among 360,000; also: plate controls were buffer without enzyme for full effect and enzyme alone for no effect
PfHsp40 yeast: rescue of PfHsp40-mediated yeast toxicity; S. cerevisiae expressing PfHsp40, growth rescue, ATP luminescence; hit rate 0.68% among 340,000; growth rescue, % at 12.5 µM; AID 504582; in the data active = growth rescue above about 28%, passing the limit was not always enough; inconclusive = no clear call, values can overlap the other calls;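 also: yeast W303a lacking pdr1 and pdr3 grown in galactose medium; growth measured after three days at 30 °C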
FBA Mtb inh: inhibitors of M. tuberculosis fructose-bisphosphate aldolase | P9WQA3 | purified M. tuberculosis FBA, fluorescence read-out | inhibition, % at 1 µM | hit rate 2.3% among 360,000; in the data active = inhibition above about 27%;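 also: 0% = vehicle and 100% = reference inhibitor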
FadD28 FP inh: blocks FadD28 binding to the bisubstrate probe; inhibition, % at 12.5 µM; fluorescence polarization; AID 588549; hit rate 0.22% among 360,000; in the data active = inhibition above about 8.5%, passing the limit was not always enough; inconclusive = no clear call, values can overlap the other calls
Active calls of the source: *; ? = inconclusive; . = not tested or not shown; & = joins results of further samples. Rule as the data show it, unless noted: active = inhibition above about 30%; inconclusive = no clear call, values can overlap the other calls; inactive = below that.

SMILES	Mtb UGM inh	Anthrax LF inh2	GDH-TPI inh	BioA inh	BoNT F protease	BoNT-A LC inh2	PfHsp40 yeast	FBA Mtb inh	FadD28 FP inh
CC1CCN(S(=O)(=O)c2ccc(C(=O)Nc3nnc(C4=COCCO4)o3)cc2)CC1	-5.1	0	14	-2.2	0	0.5	-0.2	1	?
O=C(c1ccc([N+](=O)[O-])cc1)N1CCOC12CCN(c1ncc(C(F)(F)F)cc1Cl)CC2	0.7	-4	-2	0.0	4	0.4	1.0	0	-3.5
CS(=O)(=O)N(CC(=O)N1CCc2ccccc2C1)c1cccc(F)c1	-0.8	5	-8	0.9	-13	1.0	0.4	-2	-4.0
CC1=CC(C)(C)N2C(=O)C3(C(C#N)=C(N)OC4=C3C(=O)CC(C)(C)C4)c3c(C)c(C)cc1c32 (stereo unspecified)	-1.2	2	16	-0.9	0	-0.2	-0.7	2	0.6
COc1ccc2[nH]c(=O)c(CN(C(C)=O)C3CCCCC3)cc2c1	-0.4	-3	20	.	1	1.6	-1.5	16	-0.4
CCCCN(C=O)c1c(CC)nc2c(OCc3cc(Cl)cc(Cl)c3)cccn12	.	1	-5	-0.2	-4	0.1	.	-4	-9.8
Cn1nc(-c2ccc(OCC(=O)N3CCN(Cc4ccccc4)CC3)cc2)c2ccccc2c1=O	0.8&3.5	0	21	2.0	8	6.0	2.9	1	-2.3
CCc1ccc(C(=O)NC(CC(C)C)C(=O)O)cc1 (stereo unspecified)	0.4	-2	3	1.6	17	2.3	0.0	1	-1.8
Cc1ccc(S(=O)(=O)Nc2ccc(S(=O)(=O)NCC3CCCO3)cc2)cc1 (stereo unspecified)	0.3	5	-7	-0.9	-5	-1.9	-0.4	0	-2.7
NC(=O)CSc1ncnc2c1nnn2Cc1ccc(F)cc1	.	-2	1	.	-5	-0.5	-0.6	0	0.0
O=C(NCCOC(=O)Nc1cccc2ccccc12)OCc1ccccc1	.	0	4	-1.3	-5	0.3	6.8	1	-3.4
CCN(CC)c1ccc(C(=O)NNC(=O)CCl)cc1	-1.0	-4	17	-1.9	-8	-0.6	-0.6	2	0.4

Compound profiles, as listed above:
`O=C(c1ccc([N+](=O)[O-])cc1)N1CCOC12CCN(c1ncc(C(F)(F)F)cc1Cl)CC2` is entered as Mtb UGM inh: 0.7; Anthrax LF inh2: -4; GDH-TPI inh: -2; BioA inh: 0.0; BoNT F protease: 4; BoNT-A LC inh2: 0.4; PfHsp40 yeast: 1.0; FBA Mtb inh: 0; FadD28 FP inh: -3.5
`CC1CCN(S(=O)(=O)c2ccc(C(=O)Nc3nnc(C4=COCCO4)o3)cc2)CC1` is entered as Mtb UGM inh: -5.1; Anthrax LF inh2: 0; GDH-TPI inh: 14; BioA inh: -2.2; BoNT F protease: 0; BoNT-A LC inh2: 0.5; PfHsp40 yeast: -0.2; FBA Mtb inh: 1; FadD28 FP inh: ?

Further entries
SMILES	Mtb UGM inh	Anthrax LF inh2	GDH-TPI inh	BioA inh	BoNT F protease	BoNT-A LC inh2	PfHsp40 yeast	FBA Mtb inh	FadD28 FP inh
COc1ccc(-c2ccc(/C=N/N3C(=O)C4C5C=CC(C6CC56)C4C3=O)o2)c([N+](=O)[O-])c1 (stereo unspecified)	.	-1	15	.	-4	0.0	-0.2	1	-3.8
COc1cc(C(=O)Nc2ccc(S(=O)(=O)N3CCOCC3)cc2)c([N+](=O)[O-])cc1OC	-1.9	2	16	0.2	-6	-0.3	-0.6	1	-0.3
CCCNC(=O)c1n[nH]c2c1CC(C(C)(C)CC)CC2 (stereo unspecified)	-0.5	-7	4	0.3	1	-0.6	8.7	3	-1.3
CCOC(=O)C=C(OC(=O)c1ccc(OC)cc1)c1ccccc1	.	-3	11	-0.6	-6	-0.4	2.0	-2	-1.6
O=C(/C=C/c1ccccc1)N/C(=C\c1ccco1)C(=O)NCCO	-0.9	-1	23	-1.9	-1	0.3	0.0	-5	-1.7
CCc1ccc(OCC(=O)N/N=C/c2ccc(OS(=O)(=O)c3ccc(C)cc3)c(OC)c2)cc1	0.4	0	-3	-0.8	-3	0.4	0.3	-1	-2.9
COc1ccc(C(=O)CN2Cc3ccccc3C2=N)cc1	-1.5	7	6	.	?	-2.8	1.9	24	-1.0
Cc1ccc(N2CCN(C(=O)c3cccs3)CC2)cc1C	-0.5	7	9	0.2	30	-1.0	0.5	-2	-0.6
Cc1ccc(NC(=O)C2C3CCC(O3)C2C(=O)O)cc1Cl (stereo unspecified)	-0.5	1	-12	0.2	27	1.3	-0.2	-1	-6.2
CCC1ON(c2ccccc2)C2c3nc4ccccc4n3CC12 (stereo unspecified)	-1.5	-1	12	-0.1	-1	-0.2	-1.4	5	-2.6
CC(C)Oc1ccc(CCNC(=O)C2CCC(=O)N(Cc3cccc(F)c3)C2)cc1 (stereo unspecified)	3.4	-2	10	-5.4	3	-2.8	1.3	4	.
CCCc1nnc(NC(=O)CCC(=O)N2CCN(C3CCCC3)CC2)s1	1.5	1	6	-1.5	0	-1.4	-1.1	4	-0.5
Cc1cc(C)c(N(C(=O)c2csnn2)C(C(=O)NC(C)(C)C)c2ccncc2)c(C)c1 (stereo unspecified)	1.7	-4	-2	.	0	-0.4	-0.3	0	-0.7
COc1ccc(NC(=O)C2CCN(S(=O)(=O)c3ccc(OC)c(OC)c3)CC2)cc1	-1.1	2	12	6.5	-3	1.3	1.5	0	-1.0
COc1ccccc1CNC(=O)C1CCCN(S(=O)(=O)c2cnc[nH]2)C1 (stereo unspecified)	1.6	-4	8	-0.7	5	-0.3	-1.4	-1	-0.8
CCCCn1c(SCC(=O)c2cc(OC)ccc2OC)nc2cc(S(N)(=O)=O)ccc21	2.0	2	9	1.1	-3	1.0	0.2	1	-7.8
CCOc1ccc(NC(=O)CN(C)C(=O)c2cccc3ccccc23)cc1OCC	.	1	-10	2.6	?	5.0	5.0	0	-1.3
CCOc1ccc(-n2c(C)nc3c(cnn3-c3ccc(Cl)cc3)c2=O)cc1	.	4	8	-2.4	-9	-0.2	1.4	0	-0.1
CCOc1ccc(S(=O)(=O)NCCC(=O)NCc2cccnc2)cc1	2.5	.	3	0.4	.	.	-0.6	-1	-3.2
CCC(c1nnnn1CCOC)N(Cc1ccc(C)cc1)Cc1cc2cc(OC)ccc2[nH]c1=O (stereo unspecified)	0.0	3	0	-2.0	-4	0.0	2.4	-1	-3.0
O=C(COC(=O)c1cc(=O)[nH]c2ccccc12)NCc1ccc(F)cc1	-1.8	-1	9	-1.9	-8	-1.8	1.3	4	-0.6
CCN(CC)c1ccc(NC(=O)CCS(=O)(=O)c2cccc3nsnc23)c(C)c1	-0.5	-2	8	.	-1	0.9	0.6	-2	0.5
COc1ccc(NC(C)=O)cc1NC(=O)CN1CCN(C2c3ccccc3-c3ccccc32)CC1	0.5	-4	3	0.3	2	0.3	0.8	3	-0.3
Cn1nc(C(F)(F)F)c(C#N)c1N1CCN(c2ccc(F)cc2)CC1	0.5	-8	9	0.2	-7	0.2	8.0	-5	-2.3
CCOC(=O)c1sc(=S)n(C)c1N	4.3	-2	27	5.5	0	0.0	0.8	-3	-4.9
CC(=O)c1nnn(-c2cccc(C#N)c2)c1C	-0.4	-3	3	-2.6	-5	0.6	-1.0	8	1.7
O=C(Nc1ccccc1)c1cccn(Cc2ccccc2)c1=O	1.9	-5	11	.	-6	-2.2	1.3	2	-2.1
O=C(COC(=O)c1ccccn1)Nc1nc(-c2cccc([N+](=O)[O-])c2)cs1	-0.1	6	12	-0.8	-6	-0.9	0.2	4	-0.4
O=C1COc2ccc(S(=O)(=O)N3CCC(C(=O)NCc4ccc(F)cc4)CC3)cc2N1	1.1	5	10	4.9	22	17	0.3	3	-3.8
CCOc1cc2[nH]c(=O)n(CCCCCC(=O)NCc3ccco3)c(=O)c2cc1OCC	0.2	.	1	-1.1	.	.	-1.2	3	0.0
CNC(=S)N(C)CCc1cc2c(c(OC)c1C=C1C(=O)NC(=O)NC1=O)OCO2	-2.0	9	38*	0.5	?	-2.0	-0.2	-1	-4.0
Cc1ccc(Cn2cccc(NC(=O)c3ccco3)c2=O)cc1	3.7	3	27	2.9	-9	-0.8	1.1	2	-3.5
Cc1ccc(Cl)c(NC(=O)CSc2n[nH]c(=O)n2C2CC2)c1Cl	3.4	-1	-4	0.5	4	-3.6	0.1	-1	-3.7
O=C(OCc1ccc(Br)cc1)c1cccnc1	0.6	9	6	-1.8	10	1.6	2.9	1	-2.2
COc1ccc(CCNc2ccc(S(N)(=O)=O)cn2)cc1	1.7	0	1	1.3	-3	1.2	0.9	4	1.1
CC1(C(=O)Nc2ccccc2)Cc2ccccc2C(=O)O1 (stereo unspecified)	0.3	0	-8	0.3	-2	-0.4	0.1	5	.
COc1cc(/C=C/C(=O)OCN2C(=O)c3ccccc3C2=O)ccc1OC(F)F	2.0	6	-1	-2.4	1	1.7	-0.6	-1	-2.2
O=S(=O)(c1ccc(-c2n[nH]c(=S)o2)cc1)N1CCCC1	-1.5	1	11	-1.8	2	-0.3	0.1	2	0.3
CN(C(=O)COC(=O)C1CCN(S(=O)(=O)c2c(Cl)cccc2Cl)CC1)c1ccccc1	0.6	3	3	0.4	2	-1.0	0.3	-1	-1.4
CCCn1c(SCC(=O)Nc2ccc(S(=O)(=O)N(C)C)cc2)n[nH]c1=O	2.2	2	4	0.2	-3	-0.4	-1.1	-1	0.1
COc1cccc(N2CCN(CC(=O)c3c[nH]c4ccc(OC)cc34)CC2C)c1 (stereo unspecified)	-0.4	-3	-1	-2.0	-4	-0.2	-1.1	0	-1.3
C[C@H](CO)N1C[C@H](C)[C@H](CN(C)C(=O)c2cc(-c3ccccc3)on2)OCc2cnnn2CCCC1=O	.	-4	0	-1.3&1.6&-0.4	-2	0.0	.	1	-1.0
O=c1[nH]c(=O)n(Cc2ccco2)c2c1C(C(F)(F)F)(C(F)(F)F)N=C(CCC1CCCCC1)N2	2.4	-4	5	-1.6	-11	3.5	3.2	2	0.8
CC(=O)c1ccc(NC(=O)CSC(C)C)cc1	-0.2	0	-14	3.1	2	0.4	0.3	0	-0.6
COc1ccc(CCNC(=O)CSc2nc3[nH]ncc3c(=O)n2-c2ccc(Cl)cc2Cl)cc1OC	-1.2	2	-1	.	-1	-0.9	-0.6	-1	?
CCN(CC(=O)Nc1ccccc1OC)C(=O)COc1ccc(C#N)cc1	.	-1	2	0.9	8	1.5	-0.7	3	-1.7
COc1ccc(C2=NS(=O)(=O)N(C)C(C(=O)NC3CCCCC3)=C2)cc1OC	-2.8	4	10	-1.4	-1	0.7	-0.7	-3	-1.2
CN(C)c1ccc(C(C#N)c2ccccc2)nn1 (stereo unspecified)	0.6	-1	5	-1.5	-5	0.8	-0.9	-2	-1.3
CC(=O)N1CCCC(C)(C(=O)N(C)Cc2cccc3ccccc23)C1 (stereo unspecified)	.	4	-2	2.4	0	-0.1	.	3	0.1
CC(C)(C)c1nnc(NC(=O)Nc2ccc(Cl)cc2)s1	3.9	-2	13	.	-15	-0.1	2.5	2	-0.9

Fetched by structure from the entries so far, four records:
SMILES	Mtb UGM inh	Anthrax LF inh2	GDH-TPI inh	BioA inh	BoNT F protease	BoNT-A LC inh2	PfHsp40 yeast	FBA Mtb inh	FadD28 FP inh
COc1cccc(N2CCN(CC(=O)c3c[nH]c4ccc(OC)cc34)CC2C)c1 (stereo unspecified)	-0.4	-3	-1	-2.0	-4	-0.2	-1.1	0	-1.3
CC(C)(C)c1nnc(NC(=O)Nc2ccc(Cl)cc2)s1	3.9	-2	13	.	-15	-0.1	2.5	2	-0.9
CCN(CC(=O)Nc1ccccc1OC)C(=O)COc1ccc(C#N)cc1	.	-1	2	0.9	8	1.5	-0.7	3	-1.7
COc1ccc(C2=NS(=O)(=O)N(C)C(C(=O)NC3CCCCC3)=C2)cc1OC	-2.8	4	10	-1.4	-1	0.7	-0.7	-3	-1.2
